SENP8 block-1 – human SENP8 protease inhibitors, primary screen, biochemical, fluorescence, Nedd8 protein substrate, uHTS. actives 0.64% (n = 360,000). Sentrin-specific protease 8 (Homo sapiens), Q96LD8. AID 602440, 2012. inhibition, % at 20 µM. recombinant SENP8; in the data active = inhibition mostly above about 40%, no sharp cut-off; inactive = mostly below about 27%
SENP7 block – SENP7 protease inhibitors, primary screen, biochemical, luminescence, uHTS | Sentrin-specific protease 7 (Homo sapiens), Q9BQF6 | recombinant SENP7, Z-RLRGG-aminoluciferin luminescence, 40 min | inhibition, % at 5 µM | actives 1.5% (n = 330,000) | AID 434973, 2010;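 active = inhibition above about 50% at the single test dose, limit read from the data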;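 note: plate controls were DMSO with enzyme for no effect and no enzyme buffer wells for full effect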
SENP6 inh – SENP6 protease inhibitors, primary screen, biochemical, luminescence, uHTS; AID 2599, 2010; actives 1.8% (n = 330,000); Recombinant SENP6 catalytic domain, aminoluciferin luminescence; Sentrin-specific protease 6 (Homo sapiens), Q9GZR1; inhibition, % at 10 µM;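 active = inhibition above about 50% at the single tested dose, limit read from the data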;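 note: plate controls were DMSO wells with enzyme for no effect and DMSO wells lacking enzyme for full effect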
Target sequence (Q9GZR1 628-1112 limits assumed): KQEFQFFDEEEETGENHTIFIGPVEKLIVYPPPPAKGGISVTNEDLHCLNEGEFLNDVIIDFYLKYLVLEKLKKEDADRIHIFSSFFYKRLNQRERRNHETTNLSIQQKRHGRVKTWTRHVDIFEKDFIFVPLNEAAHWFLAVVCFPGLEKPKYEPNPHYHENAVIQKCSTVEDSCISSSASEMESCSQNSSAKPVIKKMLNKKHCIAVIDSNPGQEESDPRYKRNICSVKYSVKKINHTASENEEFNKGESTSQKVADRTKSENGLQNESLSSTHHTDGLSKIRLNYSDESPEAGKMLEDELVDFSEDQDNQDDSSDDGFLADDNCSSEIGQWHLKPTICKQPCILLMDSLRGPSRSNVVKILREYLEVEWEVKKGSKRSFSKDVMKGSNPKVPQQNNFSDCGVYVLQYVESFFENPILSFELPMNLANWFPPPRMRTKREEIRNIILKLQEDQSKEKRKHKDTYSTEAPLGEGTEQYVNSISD
Apaf1 inhib – inhibitors of human Apaf-1 apoptosome, primary screen, biochemical, DEVD-Rh110 fluorescence, uHTS; inhibition, % at 20 µM; Apoptotic protease-activating factor 1 (Homo sapiens), O14727; reconstituted apoptosome caspase-3 activity; actives 0.71% (n = 330,000); active = inhibition of at least 40% at 20 µM;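 note: plate controls were DMSO wells for no effect and DEVD-CHO caspase inhibitor wells for full effect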
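Medium: Hepes buffer, pH 7.5 / System: biochemical Apaf-1 apoptosome reconstitution / Measured by: Rh110 fluorescence, excitation 480 nm, emission 540 nm / Times: compound with Apaf-1, dATP, procaspase-3 30 min, then 50 min reaction, room temperature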
UBC13 polyUb – UBC13 polyubiquitin chain formation inhibitors, primary screen, biochemical, TR-FRET, uHTS; actives 0.47% (n = 330,000); Ubiquitin-conjugating enzyme E2 N (Homo sapiens), P61088; inhibition, % at 20 µM; in the data active = inhibition above about 45%, passing the limit was not always enough
Target sequence (P61088 whole entry, looked up): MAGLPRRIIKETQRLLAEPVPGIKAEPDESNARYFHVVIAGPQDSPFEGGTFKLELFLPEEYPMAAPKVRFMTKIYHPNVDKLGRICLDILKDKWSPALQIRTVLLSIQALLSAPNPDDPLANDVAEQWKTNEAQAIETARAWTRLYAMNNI
SENP1 FRET inh – human SENP1 catalytic domain inhibitors, primary screen, biochemical, FRET, uHTS; recombinant SENP1 catalytic domain, CyPet-SUMO1-YPet FRET cleavage; inhibition, % at 10 µM; actives 0.21% (n = 360,000); AID 624204, 2012;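 active = inhibition at least 30% at 10 µM, raw YFP signal under a set limit, fluorescence ratio 0.5 to 1.5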;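 note: 0% = enzyme with DMSO and 100% = no enzyme wells; some results filed as inactive read as strong as hits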
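Material – human SENP1 catalytic domain · Input – SENP1 enzyme, 20 pM final · Compound dosing – single concentration of 10 µM compound, 0.5% DMSO final · Timing – enzyme reaction for 50 min at room temperature, dark · Measured by – FRET fluorescence in CFP and YFP emission channels · Control set – no-enzyme wells low, DMSO-plus-enzyme wells high control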
SENP8 block-2 – SENP8 protease inhibitors, primary screen, biochemical, luminescence; purified SENP8, Z-RLRGG-aminoluciferin cleavage; actives 1.2% (n = 330,000); inhibition, % at 10 µM; AID 2540, 2010; Sentrin-specific protease 8 (Homo sapiens), Q96LD8; in the data active = inhibition above about 50%
APOBEC3G inh – APOBEC3G DNA deaminase inhibitors, primary screen, biochemical, fluorescence, single-stranded DNA substrate, uHTS. DNA dC->dU-editing enzyme APOBEC-3G (Homo sapiens), Q9HC16. recombinant A3G, ssDNA deamination FAM/TAMRA fluorescence. inhibition, % at 20 µM. actives 0.28% (n = 330,000). AID 493012, 2011;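 active = inhibition of at least 40% at 20 µM, with no more than 30% in the related APOBEC3A deaminase screen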;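 note: plate controls were DMSO wells with A3G for no effect and wells lacking A3G enzyme for full effect; some compounds called inactive have numbers as strong as hits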
Target sequence (Q9HC16 whole entry, looked up): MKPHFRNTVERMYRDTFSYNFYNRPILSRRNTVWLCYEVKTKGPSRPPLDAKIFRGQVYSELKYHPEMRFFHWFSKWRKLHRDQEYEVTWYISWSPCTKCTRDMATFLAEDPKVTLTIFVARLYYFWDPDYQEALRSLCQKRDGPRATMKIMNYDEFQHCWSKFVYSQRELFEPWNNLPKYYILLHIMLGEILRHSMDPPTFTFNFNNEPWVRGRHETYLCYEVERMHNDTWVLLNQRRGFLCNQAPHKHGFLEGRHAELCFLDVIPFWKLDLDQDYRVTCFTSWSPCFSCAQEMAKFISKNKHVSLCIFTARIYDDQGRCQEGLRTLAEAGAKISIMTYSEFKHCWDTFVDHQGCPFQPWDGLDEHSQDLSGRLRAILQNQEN
The depositor's hits bear a star; i = inactive; / = no result given. An unsorted share of the library; overall some 3.6% were active at least once.

SMILES | SENP8 block-1 | SENP7 block | SENP6 inh | Apaf1 inhib | UBC13 polyUb | SENP1 FRET inh | SENP8 block-2 | APOBEC3G inh
CCOC(=O)C1=C(O)C(=O)N(Cc2cccnc2)C1c1ccc(C)cc1 (configuration not stated) | 1 | 4 | 5 | -3 | -2 | 1 | -5 | -2
Cc1nnc(-c2cccc(Br)c2)c2cn(-c3ccc(Br)cc3)nc12 | 23 | -4 | -3 | 18 | 5 | 64 | -1 | -2
COc1cc(OC)cc(C(=O)N[C@H](C(=O)OCC(=O)Nc2ccc(C(N)=O)cc2)C(C)C)c1 | -2 | 11 | 20 | -2 | 3 | 0 | 0 | -7
COc1ccc(CN2C(=O)c3ccccc3C2=O)cc1C(=O)N(C)CC(=O)Nc1ccc(F)cc1 | 12 | 1 | -6 | -4 | 3 | 3 | -1 | -7
COc1cccc(-c2ccc3nnc(SCC(=O)N4CCOCC4)n3n2)c1 | -447 | -6 | 6 | -5 | 8 | 1 | 13 | -4
CCC/C(=C1/c2ccccc2C(=O)N1c1ccccc1)c1ccc(O[C@@H]2CCCCO2)cc1 | -42 | -3 | 6 | 18 | -8 | -6 | 6 | 1
O=C(Nc1ccc(F)cc1F)c1ccc2c(c1)[nH]c(=O)n2Cc1ccc(F)cc1 | 4 | -1 | -10 | 19 | 1 | -3 | -3 | -5
O=[N+]([O-])c1cc(/C=N/N2CCN(Cc3ccccc3)CC2)ccc1Cl | 17 | -5 | 8 | 12 | -4 | 4 | 2 | -5
CNC(=O)c1c(C)[nH]c(=S)c(C#N)c1-c1ccco1 | 6 | 5 | 0 | -19 | 18 | 11 | 0 | 16
Cn1c(SCC(=O)Nc2ccc(N3CCOCC3)cc2)nnc1-c1ccccc1F | 7 | 8 | -20 | 0 | 5 | -2 | -2 | -9
COc1ccc(CCNC(=O)c2cnc3n(c2=O)CCS3)cc1OC | 14 | -7 | 13 | -15 | 12 | 1 | -5 | -3
Cc1ccnc(NC(=O)COC(=O)C23CC4CC(CC(C4)C2)C3)n1 | -107 | 3 | 1 | -13 | 7 | -18 | 2 | 0
O=C(O)CS(=O)CC(=O)NCc1cccc(C(F)(F)F)c1 (configuration not stated) | 16 | 0 | -9 | -11 | 1 | 1 | -2 | -2
COc1ccc(-c2nc(-c3ccccc3)c(-c3cc([N+](=O)[O-])ccc3C)[nH]2)cc1OC | 12 | 0 | 2 | 11 | -5 | 2 | -7 | -9
COCCNC(=O)C(=O)N/N=C(\C)CC(=O)Nc1cccnc1 | -5 | 9 | -1 | -3 | 1 | -6 | -7 | -12
CCOC(=O)Cc1cnc(NC(=O)CSc2nc(C(C)C)cc(=O)[nH]2)s1 | 19 | -15 | -22 | 2 | -8 | 2 | -7 | 0
CNC(=O)c1ccc(Nc2nnc(-c3ccc(C(N)=O)cc3)c3ccccc23)cc1 | -192 | 6 | -3 | 1 | 4 | -1 | -1 | -7
COCCn1c(=O)[nH]c2cc(C(=O)N3CCN(c4cccc(C)c4C)CC3)ccc2c1=O | 5 | -2 | 1 | 20 | 4 | 1 | -4 | 0
COc1ccc(COC(=O)C2=C(C)NC(=O)NC2c2ccc(F)cc2)cc1 (configuration not stated) | 16 | 3 | -23 | 17 | -4 | 1 | -12 | -2
CC(=O)c1ccc([C@H]2C[C@@]34CN(C(=O)OC(C)(C)C)S(=O)(=O)[C@H]3C[C@H]2O4)cc1 | 24 | -13 | -31 | 7 | -2 | -1 | -18 | -11

Reformatted: entries from further up
| Structure | SENP8 block-1 | SENP7 block | SENP6 inh | Apaf1 inhib | UBC13 polyUb | SENP1 FRET inh | SENP8 block-2 | APOBEC3G inh |
| --- | --- | --- | --- | --- | --- | --- | --- | --- |
| CCOC(=O)C1=C(O)C(=O)N(Cc2cccnc2)C1c1ccc(C)cc1 (configuration not stated) | 1 | 4 | 5 | -3 | -2 | 1 | -5 | -2 |
| Cc1nnc(-c2cccc(Br)c2)c2cn(-c3ccc(Br)cc3)nc12 | 23 | -4 | -3 | 18 | 5 | 64 | -1 | -2 |
| COc1cc(OC)cc(C(=O)N[C@H](C(=O)OCC(=O)Nc2ccc(C(N)=O)cc2)C(C)C)c1 | -2 | 11 | 20 | -2 | 3 | 0 | 0 | -7 |
| COc1ccc(CN2C(=O)c3ccccc3C2=O)cc1C(=O)N(C)CC(=O)Nc1ccc(F)cc1 | 12 | 1 | -6 | -4 | 3 | 3 | -1 | -7 |
| COc1cccc(-c2ccc3nnc(SCC(=O)N4CCOCC4)n3n2)c1 | -447 | -6 | 6 | -5 | 8 | 1 | 13 | -4 |
| CCC/C(=C1/c2ccccc2C(=O)N1c1ccccc1)c1ccc(O[C@@H]2CCCCO2)cc1 | -42 | -3 | 6 | 18 | -8 | -6 | 6 | 1 |
| O=C(Nc1ccc(F)cc1F)c1ccc2c(c1)[nH]c(=O)n2Cc1ccc(F)cc1 | 4 | -1 | -10 | 19 | 1 | -3 | -3 | -5 |
| O=[N+]([O-])c1cc(/C=N/N2CCN(Cc3ccccc3)CC2)ccc1Cl | 17 | -5 | 8 | 12 | -4 | 4 | 2 | -5 |
| CNC(=O)c1c(C)[nH]c(=S)c(C#N)c1-c1ccco1 | 6 | 5 | 0 | -19 | 18 | 11 | 0 | 16 |
| Cn1c(SCC(=O)Nc2ccc(N3CCOCC3)cc2)nnc1-c1ccccc1F | 7 | 8 | -20 | 0 | 5 | -2 | -2 | -9 |
| COc1ccc(CCNC(=O)c2cnc3n(c2=O)CCS3)cc1OC | 14 | -7 | 13 | -15 | 12 | 1 | -5 | -3 |
| Cc1ccnc(NC(=O)COC(=O)C23CC4CC(CC(C4)C2)C3)n1 | -107 | 3 | 1 | -13 | 7 | -18 | 2 | 0 |
| O=C(O)CS(=O)CC(=O)NCc1cccc(C(F)(F)F)c1 (configuration not stated) | 16 | 0 | -9 | -11 | 1 | 1 | -2 | -2 |
| COc1ccc(-c2nc(-c3ccccc3)c(-c3cc([N+](=O)[O-])ccc3C)[nH]2)cc1OC | 12 | 0 | 2 | 11 | -5 | 2 | -7 | -9 |

Carrying on.
SMILES | SENP8 block-1 | SENP7 block | SENP6 inh | Apaf1 inhib | UBC13 polyUb | SENP1 FRET inh | SENP8 block-2 | APOBEC3G inh
CCOC(=O)N1CCN(c2ccc3nnnn3n2)CC1 | 11 | 10 | -7 | -8 | -5 | 3 | -7 | -2
Cc1cc(C(=O)Nc2ccc3nc(C)sc3c2)c2ccccc2n1 | 13 | 0 | 0 | -3 | -5 | 2 | -8 | -7
C=C1CCN(c2ccc(C(=O)NCc3ccccc3)cc2[N+](=O)[O-])CC1 | 2 | 3 | -11 | 4 | -2 | 0 | 7 | 0
O=C(CN1C(=O)S/C(=C\c2ccc(-c3cc(C(=O)O)ccc3Cl)o2)C1=O)Nc1ccc2c(c1)OCO2 | -364 | 1 | -12 | 9 | -17 | -20 | 3 | -3
CCOC(=O)CC1C(=O)NCCN1C(=O)c1ccc(Cl)c(Cl)c1 (configuration not stated) | 14 | -1 | 2 | -1 | 7 | 0 | 2 | -4
CC(=O)c1cc2c(cc1NC(=O)Cc1c(C)noc1C)OCO2 | i | -3 | 11 | -5 | 6 | -10 | 6 | -7
CC1(C)Cc2c(sc3nc[nH]c(=O)c23)CO1 | 6 | 5 | 1 | -1 | 4 | -1 | -6 | -2
COc1cccc(-c2csc(N3CCN(S(=O)(=O)c4ccc(F)cc4)CC3)n2)c1 | 15 | 5 | 6 | -11 | 7 | -1 | 6 | 0
CC(C)N(C)Cc1nnnn1CC(=O)N(C)Cc1cccc(Cl)c1 | 19 | 9 | -5 | 4 | -7 | 0 | -14 | 1
O=C(NC1=NCCS1)c1cc2ccccc2o1 | 9 | 60* | 53* | 6 | -7 | 1 | 34 | -3
COc1ccc(S(=O)(=O)N(C(=O)c2ccncc2)c2ccc(OC(=O)c3ccncc3)cc2)cc1 | 19 | 0 | -13 | 0 | 18 | 1 | 0 | -1
Cc1ccc(-n2c(-c3cccc(C)c3)n[nH]c2=S)cc1 | -28 | 6 | -22 | -17 | 5 | -1 | -7 | 18
Clc1ccccc1Nc1nc(-c2ccncc2)nc2ccccc12 | -59 | 1 | -15 | 15 | 14 | 0 | -10 | -10
O=C(COc1ccccc1Cl)Nc1ccccc1C(=O)NC1CC1 | -11 | 14 | -12 | 10 | 0 | 0 | -3 | -13
COC(=O)c1c(SCC(=O)Nc2ccc(C)c(C)c2)nc(=O)[nH]c1C | 44* | -4 | -1 | -19 | -1 | -5 | 1 | 3
COc1ccc(OC)c(/C=N/NC(=O)c2cccc3ccccc23)c1 | -399 | 0 | -8 | -6 | -1 | -28 | -1 | -2
CC(C)N1CCN(Cc2ccc(C#CCCO)cc2)CC1CCO (configuration not stated) | 11 | 6 | -9 | -2 | 8 | -1 | 0 | -4
Cc1ccc(C(=O)N2CCN(CCNC(=O)C(=O)Nc3ccc(Cl)cc3)CC2)cc1 | 4 | -7 | -9 | 14 | -6 | 3 | -3 | -6
CCOc1ccc(CN2CCN(Cc3cc4c(cc3Cl)OCO4)CC2CCO)cc1 (configuration not stated) | 18 | 5 | -12 | 3 | 1 | 1 | -1 | 1
COC(=O)c1ccc(NC(=O)C2C3C=CC(C3)C2C(=O)O)cc1 (configuration not stated) | 20 | 4 | 5 | 7 | -7 | 16 | -12 | -7
CC(OC(=O)c1ccc(NC(=O)CC#N)cc1)C(=O)Nc1ccc(Oc2ccccc2)cc1 (configuration not stated) | -8 | 0 | 2 | -25 | -12 | -12 | 17 | -6
Cc1ccc(-n2nc3c(c2NC(=O)c2ccco2)CS(=O)C3)cc1 (configuration not stated) | 4 | 3 | -7 | 8 | -7 | 0 | 2 | 0
O=C(C1CCN(Cc2ccc(OCc3ccccc3)cc2)CC1)N1CCCC1 | 19 | 6 | -9 | 10 | -10 | -1 | -21 | -3
O=C(Nc1ccc(Cl)cc1)N1CCSc2ccccc21 | 6 | 1 | 2 | 4 | 11 | 2 | -7 | -6
CCc1cc(CNC(=O)C2CCC(=O)N(CCc3cccc(F)c3)C2)on1 (configuration not stated) | 6 | -4 | -2 | -5 | -4 | -2 | 0 | -2
NC(=S)Nc1cccc(O)c1 | 14 | 1 | 0 | -5 | 7 | 0 | 1 | -5
CCC(=O)c1ccc(N2CCN(C(=O)COc3ccc(F)cc3)CC2)c(F)c1 | -9 | -3 | -8 | 0 | 8 | -3 | 9 | -5
Cc1cccc(C)c1OCc1cc(C(=O)N2CCC(C3CCCCC3)C2)no1 (configuration not stated) | 9 | 7 | -8 | 12 | -5 | -1 | -3 | -6
COC(=O)c1cc(OC)c(OC)cc1NC(=O)c1cc(-c2ccccc2)nc2ccccc12 | 12 | -10 | -4 | 5 | 1 | 0 | 0 | -5
CC(CCc1ccccc1)NC(=O)CCCCCNc1nc(=S)[nH]c2ccccc12 (configuration not stated) | / | -7 | -6 | 9 | 22 | / | -6 | -7

No new results follow: an excerpt of the list.
SMILES | SENP8 block-1 | SENP7 block | SENP6 inh | Apaf1 inhib | UBC13 polyUb | SENP1 FRET inh | SENP8 block-2 | APOBEC3G inh
CC(OC(=O)c1ccc(NC(=O)CC#N)cc1)C(=O)Nc1ccc(Oc2ccccc2)cc1 (configuration not stated) | -8 | 0 | 2 | -25 | -12 | -12 | 17 | -6
Cc1ccc(-n2nc3c(c2NC(=O)c2ccco2)CS(=O)C3)cc1 (configuration not stated) | 4 | 3 | -7 | 8 | -7 | 0 | 2 | 0
